CHT PAM = human CHT allosteric activation; Q9GZV3; 0.49% of 310,000 active; CHT-expressing cells, membrane potential dye, choline EC20; stronger effect = higher value; LV-AA mutant CHT in HEK293 cells; B-score at 10 µM; AID 488977;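 active means initial fluorescence not abnormally high and integrated response B-score, plate-corrected, over 3 SD above library mean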
Target sequence (Q9GZV3 whole entry, looked up): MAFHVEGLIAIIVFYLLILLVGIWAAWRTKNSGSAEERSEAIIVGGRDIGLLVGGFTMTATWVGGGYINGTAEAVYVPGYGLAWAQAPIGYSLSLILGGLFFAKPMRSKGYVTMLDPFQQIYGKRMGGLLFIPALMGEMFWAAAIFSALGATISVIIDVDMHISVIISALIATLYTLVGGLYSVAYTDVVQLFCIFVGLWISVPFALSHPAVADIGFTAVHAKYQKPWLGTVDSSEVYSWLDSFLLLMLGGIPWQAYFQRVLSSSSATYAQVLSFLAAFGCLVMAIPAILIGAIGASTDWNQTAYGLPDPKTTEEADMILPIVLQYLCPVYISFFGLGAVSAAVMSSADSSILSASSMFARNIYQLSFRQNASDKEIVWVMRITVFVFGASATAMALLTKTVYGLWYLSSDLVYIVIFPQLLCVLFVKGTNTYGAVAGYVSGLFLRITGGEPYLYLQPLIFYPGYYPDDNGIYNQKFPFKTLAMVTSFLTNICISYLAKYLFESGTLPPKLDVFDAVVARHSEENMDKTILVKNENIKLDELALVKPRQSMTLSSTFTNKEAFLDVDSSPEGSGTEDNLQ
OX1R antag-1 = human HCRTR1 antagonism. O43613. CHO/OX1R cells, Fluo-8 calcium fluorescence, orexin A. inhibition, % at 5 µM. 0.43% of 330,000 active. AID 434989;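 active means inhibition above its plate's threshold, mean inhibition of all tested compounds on the plate plus 3 SD, cut at about 37% in these data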;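 further: 0% = orexin A challenge wells and 100% = SB-334867-A antagonist wells; not every result past the cut was called active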
Target sequence (O43613 whole entry, looked up): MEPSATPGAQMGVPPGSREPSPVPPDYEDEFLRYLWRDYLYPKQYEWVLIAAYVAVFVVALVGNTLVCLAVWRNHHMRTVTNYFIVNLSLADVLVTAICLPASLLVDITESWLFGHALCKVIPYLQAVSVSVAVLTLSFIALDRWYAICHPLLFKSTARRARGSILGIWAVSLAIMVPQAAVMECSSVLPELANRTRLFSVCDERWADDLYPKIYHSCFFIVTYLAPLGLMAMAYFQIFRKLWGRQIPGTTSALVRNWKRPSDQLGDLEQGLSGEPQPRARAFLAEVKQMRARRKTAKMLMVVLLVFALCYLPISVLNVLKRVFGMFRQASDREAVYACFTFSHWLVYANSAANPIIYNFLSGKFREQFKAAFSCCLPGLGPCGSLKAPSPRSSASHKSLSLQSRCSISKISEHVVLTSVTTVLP
OX1R antag-2 = blocks the human orexin 1 receptor. O43613. OX1R-expressing cells, FRET antagonist read-out. inhibition, % at 6.6 µM. 1.8% of 330,000 active. AID 485270; in the data active means inhibition mostly above about 38%, no sharp cut-off; inactive means mostly below about 40%;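 further: 0% = agonist challenge alone and 100% = reference antagonist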
The depositor's hits bear a star; i = inactive; . = no result given.

SMILES	CHT PAM	OX1R antag-1	OX1R antag-2
Cc1nnc(SCC(=O)Nc2cccc(S(=O)(=O)N3CCCCC3)c2)s1	.	-19	3
COc1cccc(C(c2nnnn2Cc2ccccc2)N2CCN(C3CCCC3)CC2)c1OC (centres undefined)	i	-25	15
Cc1cc(C)c(NC(=S)N(C)C)cc1C	i	-10	10
CC(=O)N1c2ccccc2NC2=C(C(=O)CCC2)C1c1ccco1 (centres undefined)	i	-21	10
CCn1c(SC(C)C(=O)O)nc2sc3c(c2c1=O)CCC3 (centres undefined)	i	-23	32
CC1CCc2cc(F)cc3c(O)c(C(=O)NCCN(C)C)c(=O)n1c23 (centres undefined)	i	-34	-8
CCc1cc2cc(C)ccc2nc1SCC(=O)Nc1cc(C)on1	i	-33	4
COc1ccc(CN2CCCC(N3CCc4ccccc4C3)C2)c(O)c1 (centres undefined)	i	-22	18
Cc1cc(Cl)cc(Cl)c1OCCOCCN(C)C	i	1	1
Cc1cccc(-c2sc(Nc3ccccc3)n[n+]2-c2ccc(F)cc2)c1	8.9*	-12	10
O=C(Cc1n[nH]c(=O)c2ccccc12)Nc1cc(Cl)ccc1-n1cncn1	i	-10	22
COc1ccc(NC(=O)NCc2ccncc2)c(OC)c1	i	-14	6
O=C(CN1C(=O)c2ccc([N+](=O)[O-])cc2C1=O)Nc1ccccc1N1CCCC1	i	1	52*
Nc1cc(N)nc(CS)n1	i	-3	2
CCC(C)[C@H](NC(=O)OC(C)(C)C)C(=O)N/N=C/C1=Cc2ccccc2OC1 (some centres undefined)	i	-32	18
Clc1ccccc1C1=Nn2c(nnc2-c2ccncc2)SC1	i	-13	8
O=C1CN(C(=O)COC(=O)c2ccc([N+](=O)[O-])o2)c2ccccc2N1	.	-20	34*
COc1ccc(S(=O)(=O)N2CCN(CCOc3ccccc3Cl)CC2)cc1OC	.	-5	1
O=[N+]([O-])c1ccc(S(=O)(=O)N2CCN(c3ccnc4cc(Cl)ccc34)CC2)cc1	i	-9	12
CCC(C(=O)OCC(=O)Nc1cc(C)ccc1OC)c1ccccc1 (centres undefined)	i	-8	15
COc1ccc(C(=O)NCC(=O)N2CCN(C(=O)c3ccco3)CC2)cc1	i	3	10
N/C(=N\OC(=O)Cc1ccccc1)c1ccc([N+](=O)[O-])cc1	i	-5	18
COc1ccc(S(=O)(=O)N2CCOC2CNC(=O)C(=O)NCCc2ccccc2OC)cc1 (centres undefined)	i	-30	9
COCCNC(=O)Cn1c(=O)n(C)c2ccccc21	i	-1	3
O=C(Cn1c(=O)oc2cc(S(=O)(=O)N3CCCC3)ccc21)N1CCCC1	i	11	10

Next section
SMILES	CHT PAM	OX1R antag-1	OX1R antag-2
CC(C)(C)OC(=O)NNC1CC(=O)N(c2ccccc2F)C1=O (centres undefined)	i	-14	10
CCCCCCCCOC(=O)c1nc(Cl)c(Cl)c(N)c1Cl	i	-25	14
Cc1[nH][nH]c(=O)c1C(c1ccc2c(c1)OCO2)c1c(C)[nH][nH]c1=O	i	4	26
COC(=O)c1ccccc1S(=O)(=O)N1CCC(C(=O)NC2CCCCC2)CC1	.	-12	5
CC(C)N1CCC(=NNc2ccc(S(=O)(=O)N3CCOCC3)cc2[N+](=O)[O-])CC1	i	-18	42
CCOC(=O)c1ccc(-c2ccc(/C=N/NC(=O)CN(c3cccc(C)c3)S(C)(=O)=O)o2)cc1	i	-10	20
CCCn1nnnc1NCc1cccc(OC)c1OC	i	1	9
CCOc1ccc(-c2cc(C(=O)O)c3ccccc3n2)cc1	i	8	8
CC1CCCN(S(=O)(=O)c2ccc(NC(=O)[C@@H]3CCCN3C(=O)c3cccs3)cc2)C1 (some centres undefined)	.	-21	23
CCCn1c(SCC(=O)c2cc(OC)ccc2OC)nnc1C(C)C	i	-25	7
Cc1cccc2c(=O)cc(C)n(CC(=O)N3CCOCC3)c12	10*	4	10
Cc1ccc(C2=C(CC(=O)O)C(=O)CC2)cc1	i	-10	23
COc1ccc(NC(=O)Nc2ccc(C(C)C)cc2)cc1	i	-4	2
COc1ccccc1/C=C/C=N/NC(=O)CN1CCN(Cc2ccccc2)CC1	i	-36	8
CCN(C(=O)COC(=O)c1ccccc1O)c1nc2ccccc2s1	.	9	12
Clc1cccc(CNCCCSc2ncccn2)c1	i	-10	1
CCO[C@H]1OC(C(N)=O)=C[C@@H](C2CC2)[C@@H]1CCCO	i	6	14
CSCCC(NC(=O)c1ccc([N+](=O)[O-])cc1Cl)C(=O)OC(C)C(=O)NCc1ccco1 (centres undefined)	i	-23	49*
CN(C)S(=O)(=O)NCC1CCCN(Cc2ccc(-c3ccccc3)cc2)C1 (centres undefined)	i	-6	8
O=C(O)Cc1ccc(C(=O)c2ccccc2)s1	i	-15	11
COCC(C)n1c(SCC(=O)N2CCCCC2)nc2ccccc2c1=O (centres undefined)	i	-31	-8
CCC(CO)Nc1nc(CN2CCCCC2)nc2scc(-c3ccccc3)c12 (centres undefined)	i	-11	19
C/C(O)=C(\C#N)c1nnc2n1CCCCC2	i	-1	6
COCCn1c(=N)c(C(=O)NCc2ccco2)cc2c(=O)n3cc(C)ccc3nc21	i	-21	108*
COC(=O)c1[nH]c2cc(OC)ccc2c1N	i	-4	22

Given with values under each structure: entries from further up
Every second line gives: CHT PAM, OX1R antag-1, OX1R antag-2
CCOc1ccc(-c2cc(C(=O)O)c3ccccc3n2)cc1
  i, 8, 8
CC1CCCN(S(=O)(=O)c2ccc(NC(=O)[C@@H]3CCCN3C(=O)c3cccs3)cc2)C1 (some centres undefined)
  ., -21, 23
CCCn1c(SCC(=O)c2cc(OC)ccc2OC)nnc1C(C)C
  i, -25, 7
Cc1cccc2c(=O)cc(C)n(CC(=O)N3CCOCC3)c12
  10*, 4, 10
Cc1ccc(C2=C(CC(=O)O)C(=O)CC2)cc1
  i, -10, 23
COc1ccc(NC(=O)Nc2ccc(C(C)C)cc2)cc1
  i, -4, 2
COc1ccccc1/C=C/C=N/NC(=O)CN1CCN(Cc2ccccc2)CC1
  i, -36, 8
CCN(C(=O)COC(=O)c1ccccc1O)c1nc2ccccc2s1
  ., 9, 12
Clc1cccc(CNCCCSc2ncccn2)c1
  i, -10, 1
CCO[C@H]1OC(C(N)=O)=C[C@@H](C2CC2)[C@@H]1CCCO
  i, 6, 14
CSCCC(NC(=O)c1ccc([N+](=O)[O-])cc1Cl)C(=O)OC(C)C(=O)NCc1ccco1 (centres undefined)
  i, -23, 49*
CN(C)S(=O)(=O)NCC1CCCN(Cc2ccc(-c3ccccc3)cc2)C1 (centres undefined)
  i, -6, 8
O=C(O)Cc1ccc(C(=O)c2ccccc2)s1
  i, -15, 11
COCC(C)n1c(SCC(=O)N2CCCCC2)nc2ccccc2c1=O (centres undefined)
  i, -31, -8
CCC(CO)Nc1nc(CN2CCCCC2)nc2scc(-c3ccccc3)c12 (centres undefined)
  i, -11, 19
C/C(O)=C(\C#N)c1nnc2n1CCCCC2
  i, -1, 6
COCCn1c(=N)c(C(=O)NCc2ccco2)cc2c(=O)n3cc(C)ccc3nc21
  i, -21, 108*
COC(=O)c1[nH]c2cc(OC)ccc2c1N
  i, -4, 22

The list goes on:
SMILES	CHT PAM	OX1R antag-1	OX1R antag-2
CC(C)CCN(CC(=O)NC1CCCC1)C(=O)C(=O)Nc1ccc2c(c1)OCCO2	i	-15	9
Cc1c(OCC(N)=O)ccc2c(-c3ccccc3)cc(=O)oc12	i	3	7
CC1CCCCN1S(=O)(=O)c1ccc(C(=O)N2CCOCC2)cc1 (centres undefined)	i	-8	11
O=C(NCc1cccc(Cl)c1)C1CCC(=O)N(C2CC2)C1 (centres undefined)	i	-2	0
Cc1cc2c3nonc3ccc2n1-c1ccccc1	i	-13	21
COc1cccc(OC)c1C(=O)Nc1nc2ccc(S(C)(=O)=O)cc2s1	i	-17	31
O=C1CSC(c2cccc(F)c2)N1c1ccccc1F (centres undefined)	i	-14	13
CCOc1cc(/C=N/NC(=O)CSc2cccc3cccnc23)ccc1O	i	-23	33
Cc1ccc(-c2nc3ccc(NS(=O)(=O)c4ccccc4)cc3[nH]2)o1	i	4	19
O=c1c(C=NCc2cccnc2)c(C(F)(F)F)[nH]n1-c1nc2ccccc2s1	i	-7	5
CCc1c(O)nc(SCC(=O)N2CCOCC2)n(-c2ccccc2)c1=O	i	9	5
CCN(CC)/C(=N/O)NC(=O)NS(=O)(=O)c1ccc(C)cc1	i	-4	12
Cc1ccc(-c2nc(N/N=C/c3ccccc3[N+](=O)[O-])c3ccccc3n2)cc1	i	-30	4
CC(C(=O)Nc1ccc([N+](=O)[O-])cc1)N1CCN(C/C=C/c2ccccc2)CC1 (centres undefined)	i	-31	14
COc1cccc(NC(=S)NN2CCN(C)CC2)c1	i	-11	6
O=C(O)CCCC(=O)Nc1ccc(Br)cc1C(=O)O	i	-8	9
COCCN(C(=O)COC(=O)C1(c2ccccc2)CC1)c1c(N)n(CC(C)C)c(=O)[nH]c1=O	i	-7	10
COc1c(/C=N/NC(N)=S)c(C)nn1-c1ccccc1	i	-12	18
COCC(C)N1CCC(n2nccc2NC(=O)c2ccc3c(c2)OCO3)CC1 (centres undefined)	i	-11	-2
C[C@H](CO)N1C[C@H](C)[C@@H](CN(C)C(=O)Nc2ccccc2)Oc2c(cccc2N(C)C)C1=O	.	-26	2
c1ccc(-c2noc(-c3ccccc3-c3ccccc3)n2)cc1	i	-31	27
CCn1c(NC2CCCCC2)nc2ccccc21	i	-19	7
COc1ccccc1N1CCN(C(=O)c2ccc(-c3ccc(Cl)cc3)o2)CC1	.	2	1
CN(c1ccccc1)S(=O)(=O)c1ccc(NC(=O)COc2ccccc2)cc1	i	11	23
CCOc1ccc(NC(=O)Cc2ccc(NC3=NC4CS(=O)(=O)CC4S3)cc2)cc1 (centres undefined)	i	-8	-1

Later entries
SMILES	CHT PAM	OX1R antag-1	OX1R antag-2
COc1ccc(CCNC(=O)C2CC(=O)N(c3ccc(Br)cc3)C2)cc1OC (centres undefined)	i	-21	12
COc1nc(OC)nc(N2CCC(NC(=O)C(Cc3cccc(OC)c3OC)NC(C)=O)CC2)n1 (centres undefined)	i	0	-4
O=C1Cc2ccccc2Sc2ccccc21	i	-11	11
CC1(C)CC(C(=O)NCCC(c2ccccc2)c2ccco2)CCO1 (centres undefined)	i	-18	17
COC(=O)c1[nH]c2ccc(C)cc2c1NC(=O)CN1CCN(C(=O)c2ccccc2)CC1	i	-11	7
C/C(=N\NC(=O)c1cc(C)nc2ccccc12)c1ccncc1	i	-15	-1
COc1ccc(CNC(=O)CN2C(=O)C(C)N(c3ccc(C)cc3)C2=O)cc1 (centres undefined)	i	-22	13
O=C(CN(Cc1ccccc1)S(=O)(=O)c1ccc(F)cc1)NCc1ccncc1	i	-18	10
C[C@@H](C(=O)Nc1nc2ccccc2s1)N1C(=O)C2CC=CCC2C1=O (some centres undefined)	i	-27	11
Nn1c(Cc2cccc3ccccc23)nnc1SC1CCOC1=O (centres undefined)	i	-5	13
COC(=O)c1sc(S(=O)(=O)N2CCC(C(=O)O)CC2)c(C(=O)OC)c1C	i	-10	10
O=C(NCCc1ccc(F)cc1)c1cc(=O)c2ccccc2o1	i	-9	13
CN(C(=O)CNc1ccccc1Cl)C1CCS(=O)(=O)C1 (centres undefined)	.	2	-2
Cc1ccc(NC(=O)Cn2c(=O)c3cccn3c3ccccc32)c(C)c1	i	-14	6
Cc1c(C(=O)Nc2ccccc2[N+](=O)[O-])csc1-c1ccccc1	i	-22	38
COc1ccccc1OCCNC(=O)c1ccco1	i	-15	17
COc1ccc(NS(=O)(=O)c2ccc(C)c(C(=O)NCc3cccnc3)c2)cc1	i	-17	6
CCn1nc(CC(=O)Nc2ccc(-n3cnnn3)c(OC)c2)c2ccccc2c1=O	i	-30	15
COc1ccc(-n2c(SCC(=O)NCCCN3CCCC3=O)nnc2C(C)N2CCCCC2)cc1 (centres undefined)	i	2	4
Cc1ccccc1N1CCN(S(=O)(=O)c2ccccc2)CC1	i	-11	3
CN(C(=O)CCNC(=O)Cn1cnc2ccccc2c1=O)c1ccc(F)cc1	i	-15	13
CCN(CC)CCOC(=O)c1ccccc1Br	i	-16	23
Cc1ccsc1/C=N/NC(=O)Nc1ccccc1	i	-11	5
Cc1ccc(C)c(NS(=O)(=O)c2cc(C(=O)NCc3ccccn3)ccc2C)c1	i	-8	50
c1ccc(Cc2nnc3sc(C4COc5ccccc5O4)nn23)cc1 (centres undefined)	i	-7	11

(list continues)
SMILES	CHT PAM	OX1R antag-1	OX1R antag-2
O=C(Nc1ccc(C(=O)N2CCCC2)cc1)Nc1ccc(Cl)cc1Cl	i	-19	13
COc1ccc(C(CC(=O)NCCCN2CCOCC2)NS(=O)(=O)c2ccc(C)cc2)cc1 (centres undefined)	i	-5	2
CCOC(=O)C1=NN(C(=O)c2ccccc2)C(O)(c2ccc(C)cc2)C1 (centres undefined)	i	-28	17
CCOc1ccc(C(=O)SC2=NCCS2)cc1	i	-14	13
O=C(COc1cccnc1[N+](=O)[O-])Nc1cc(Cl)ccc1Cl	.	-15	4
Cc1ccc(S(=O)(=O)N2CCCCC2)cc1NC(=O)c1cc2ccccc2o1	.	-3	1
CN(C)CC(=O)c1c(N)n(Cc2ccccc2)c(=O)n(C)c1=O	i	-8	12
O=C(CCS(=O)(=O)c1ccccc1)Nc1ccccc1N1CCOCC1	i	-20	8
CCCNc1c(NC(=O)c2cccs2)c(=O)oc2ccccc12	i	-17	15
O=c1c2[nH]c3cccc(Cl)c3c2ncn1CCN1CCCCC1	i	-2	31
O=C(CSC1=NCCN1)C1COc2ccccc2O1 (centres undefined)	i	6	5
CN1C(=O)/C(=C2/C=Cc3ccccc3N2CCCS(=O)(=O)O)SC1=S	i	3	100*
Cc1ccc(CNC(=O)c2ccc3c(c2)S(=O)(=O)c2ccccc2C3=O)cc1	i	-37	62
CC(C)(C)c1nc(NCCN2CCOCC2)c2nnn(Cc3ccccc3Cl)c2n1	i	-20	7
